Compound activity deposited in PubChem by several laboratories.
K1F lysis inhibition: inhibition of K1F phage lysis, E. coli UTI89, bacterial capsule biogenesis inhibitors, alamar blue (AID 488966); 0.02% of 340,000 active; E. coli UTI89 K1F phage lysis, alamar blue, 2 h; higher % means a stronger effect; inhibition, % at 100 µM; hits with a dose series show IC50 in µM;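 active = phage lysis inhibition, versus mean bacterial control, above a set limit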;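 also: capsule biogenesis inhibitors block K1F phage lysis so surviving cells raise fluorescence; higher fluorescence means more inhibition of phage lysis; actives were called in the ten point dose series up to 300 µM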
P. falciparum M1AAP: P. falciparum M1AAP inhibitors, biochemical, fluorogenic H-Leu-NHMec substrate, 1536-well (AID 1445); recombinant M1AAP, H-Leu-NHMec fluorogenic kinetic assay; higher % means a stronger effect; inhibition, % at 30 µM, or IC50 in µM where a hit was titrated; 0.42% of 220,000 active;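 active = primary inhibition above the hit cutoff, then over 50% inhibition at one or more dose response concentrations, cut at about 23% in these data, passing the limit was not always enough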;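 also: plate controls were DMSO full reaction for no effect and no enzyme background for full effect; strong numbers were not always called active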
Siah-1 displacement: Siah-1 peptide-binding antagonists, primary screen, biochemical, fluorescence polarization, rhodamine-plectin, uHTS (AID 1817); E3 ubiquitin-protein ligase SIAH1 (Homo sapiens); Siah-1 / rhodamine-plectin peptide fluorescence polarization; higher % means a stronger effect; displacement, % at 20 µM; hits with a dose series show IC50 in µM; 0.02% of 290,000 active;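 active = displacement of at least 50% at 20 µM, with a fluorescence ratio check between 0.3 and a set limit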;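 also: plate controls were Siah plus tracer with DMSO for no effect and tracer alone without Siah for full effect; strong numbers were not always called active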
TNAP activation fold: human TNAP enzyme activators, primary screen, biochemical, luminescent, no phosphate acceptor, uHTS (AID 1001). Alkaline phosphatase, tissue-nonspecific isozyme (Homo sapiens). purified TNAP, luminescent activation assay, no phosphate acceptor; higher activation fold means a stronger effect. activation fold at 20 µM, or EC50 in µM where a hit was titrated. 0.03% of 200,000 active; in the data active = activation fold from about 3, or a potency from the dose series; inactive = the rest, 99 in 100 with activation fold below about 1.6; also: many of its hits are not listed in these tables
PMI inhibitors: inhibitors of human PMI, primary screen, biochemical, fluorescence intensity, coupled assay (AID 1209) | inhibition, % at 20 µM; hits with a dose series show IC50 in µM | purified PMI enzyme, coupled fluorescence intensity; higher % means a stronger effect | 0.42% of 190,000 active;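 also: plate controls were DMSO vehicle for no effect and wells lacking substrate for full effect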
M17LAP inhibition: P. falciparum M17LAP inhibitors, primary screen, biochemical, fluorogenic H-Leu-NHMec substrate, 1536-well (AID 1619) | one-dose inhibition, % at 30 µM; IC50 in µM for titrated hits | recombinant M17LAP, H-Leu-NHMec fluorogenic kinetic assay; higher % means a stronger effect | 0.38% of 220,000 active | Leucine aminopeptidase (Plasmodium falciparum (isolate 3D7));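 active = compound inhibiting the enzyme by more than half at any dose during confirmatory dose-response retesting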;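 also: plate controls were full reaction with DMSO carrier for no effect and no enzyme background for full effect; strong numbers were not always called active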
Lipid droplet: inhibitors of hepatocyte lipid droplet formation, primary screen, imaging, high-throughput imaging, BODIPY stain; AML12 mouse hepatocytes, oleate lipid droplets; inhibition, % at 6.5 µM; 0.4% of 240,000 active; AID 1656, 2009;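 active = lipid droplet intensity inhibited by at least 50%, with more than 500 cells counted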
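Material: mouse AML12 hepatocyte cell line, fixed after treatment; Timing: compound with oleate, overnight; Technique: high-content imaging of BODIPY-stained droplets and DAPI nuclei; Probe or stimulus: oleate, 100 µM final; Dosing: compound at 6.5 µM only.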
PMI inhibition: human PMI inhibitors, high substrate, primary screen, biochemical, fluorescence intensity, high mannose 6-phosphate (AID 1220). Mannose-6-phosphate isomerase (Homo sapiens). recombinant PMI enzyme, coupled fluorescence intensity; higher % means a stronger effect. 0.66% of 190,000 active. inhibition, % at 20 µM; hits with a dose series show IC50 in µM
XIAP antagonists: XIAP antagonists, biochemical, IAP family, fluorescence polarization (AID 1018). 0.007% of 200,000 active. displacement, % at 20 µM; hits with a dose series show IC50 in µM. XIAP BIR domain, fluorescence polarization peptide displacement; higher % means a stronger effect; in the data active = displacement above about 50%; also: a part of the inactive calls stands beside numbers as strong as those of hits
Lipid droplet cells 6.5 µM: recorded beside Lipid droplet, whose call it bears; cell count; measured here: cell count, cytotoxicity flag;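 cells counted across two imaged fields per well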
Numbers without * were called inactive; nt = not tested or not shown; & = joins results of further samples; [ ] = dose if it differs, or a comment. Rule as the data show it, unless noted: active = inhibition above about 50%; inactive = the rest. Compounds were not picked by outcome (roughly 1.9% active in at least one column).

structure	PMI inhibitors	K1F lysis inhibition	TNAP activation fold	P. falciparum M1AAP	Lipid droplet cells 6.5 µM	Lipid droplet	M17LAP inhibition	Siah-1 displacement	XIAP antagonists	PMI inhibition
CN(c1ccccc1)S(=O)(=O)c1cccc(NC(=O)c2ccc3ncsc3c2)c1	nt	-1.1%[50 µM]	nt	1%	706	13	2%	2%	nt	nt
CCCCNc1nc2ccccc2n1CC(=O)Nc1c(C)cccc1CC	-9%	0.6%	1.1	4%	666	-9	-12%	-3%	0.5%	-5%
N#C/C(=C/c1ccc(Br)o1)C(N)=O	-2%	-0.5%	1.1	12%	755	-5	50%	18%	-1.9%	11%
CC(=O)c1cccc(NC(=O)CSC(=O)c2ccccc2)c1	6%	0.7%[50 µM]	1.3	9%	622	4	16%	3%	-2.7%	-3%
CCN1CCN(CC(=O)Nc2ccc(Cl)c(Cl)c2)C(=O)C1=O	-8%	-1.3%	1	5%	nt	nt	1%	2%	-5.7%	-11%
Cc1cccc(-c2cc3nc4c(c(NCc5ccco5)n3n2)CCCC4)c1	21%	0.3%	1	-3%	nt	nt	4%	4%	-3.2%	17%
Cc1ccc(-c2nnc(CSc3nnc(COc4ccccc4)n3-c3ccc(C)cc3)o2)cc1	16%	-0.6%	1	8%	nt	nt	-3%	-3%	-8.1%	17%
CCCCN(C)C/C(O)=C(\C#N)c1nc(-c2ccccc2)cs1	-4%	0.3%	1.1	2%	726	-14	15%	1%	-3.0%	-14%
O=C(C[n+]1ccc(C(=O)NCc2ccccc2)cc1)c1ccc2c(c1)OCCO2	-10%	1.5%	1	9%	718	15	6%	0%	-3.9%	-2%
O=C(CN1CCN(S(=O)(=O)c2ccc(Br)cc2)CC1)Nc1ccc2c(c1)OCCO2	14%	2.9%	1.1	0%	709	-1	12%	5%	-2.1%	5%
Cc1ccc(-n2nc3ccc(NC(=O)c4ccco4)cc3n2)cc1	10%	1.0%	1	7%	796	-2	0%	-6%	-4.8%	10%
CC1(C)Cc2c(sc(/N=C/N3CCOCC3)c2C#N)C(C)(C)N1	1%	0.6%	1.1	5%	634	-1	32%	4%	-2.1%	3%
COc1ccc(-n2c(=O)c3c(C)c(C)sc3n(Cc3cccc(F)c3)c2=O)c(OC)c1	-3%	1.0%	1	-2%	794	8	4%	-1%	-7.8%	0%
Cc1ccc(C)c(NC(=O)CSc2nc3c(oc4ccccc43)c(=O)n2-c2ccccc2)c1	17%	5.1%	1	-1%	669	4	6%	9%	-5.1%	10%
COc1ccccc1NS(=O)(=O)c1ccc(C)c(NC(=O)NCCCl)c1	nt	-0.9%[50 µM]	nt	1%	693	-11	8%	-4%	nt	nt
CCOC(=O)Cc1csc(NC(=O)CSc2nnc3ccccn23)n1	4%	-0.2%	1.1	3%	711	11	2%	4%	-5.7%	7%
CCCCCCCNC(=O)COc1ccc2c(c1)C(=O)CC(C)(C)O2	3%	-1.2%	1.1	12%	778	-2	-11%	-2%	-7.3%	0%
Cc1cccc(C)c1NC(=O)COC(=O)c1c2c(nc3ccccc13)/C(=C\c1ccc3c(c1)OCO3)CCC2	10%	1.1%	1.1	3%	616	-11	-8%	15%	-3.2%	17%
O=C(Nc1ccc(F)c(Cl)c1)Nc1cnccn1	2%	0.9%	1	8%	728	0	5%	12%	2.3%	2%
CCN1C(=O)c2cccc3c(S(=O)(=O)NCc4cccnc4)ccc1c23	-2%	0.1%	1.1	3%	781	-5	-89%	2%	-2.2%	-1%
O=C(O)c1ccc(CS(=O)(=O)c2cccc(C(F)(F)F)c2)o1	-22%	0.1%	1.1	10%	713	13	6%	0%	-3.1%	-9%
CCCCCN1CC(O)=C(c2nc3ccccc3[nH]2)C1=N	-3%	0.5%	2.7	-7%	689	26	6%	12%	-6.0%	-4%
O=c1c2ccccc2nc2ccc(NCc3ccco3)nn12	17%	-0.7%	1.1	17%	nt	nt	-10%	-8%	-8.0%	12%
COc1ccccc1NC(=O)Nc1cccc(C(=O)O)c1	-20%	-0.5%	1	2%	681	-4	39%	-3%	-2.6%	-9%
O=C(CSc1n[nH]c(-c2ccccc2F)n1)NCC(=O)Nc1ccc(F)c(F)c1F	-3%	0.0%	0.1	-4%	644	-4	-5%	-4%	-10%	4%

Additional structures follow:
structure	PMI inhibitors	K1F lysis inhibition	TNAP activation fold	P. falciparum M1AAP	Lipid droplet cells 6.5 µM	Lipid droplet	M17LAP inhibition	Siah-1 displacement	XIAP antagonists	PMI inhibition
CCCn1ncc([C@@H]2C[C@H]3CN(Cc4cccc(Cl)c4)C(=O)[C@]34CCCN24)c1C	4%	-1.1%	1.1	2%	623	-5	8%	4%	-5.7%	6%
Cn1nc(-c2ccccc2)c2cc(C(=O)O)sc21	-21%	0.6%	1.1	0%	712	21	10%	8%	-4.0%	-19%
CN1C(=O)C2(C(C#N)=C(N)N(c3cc(Cl)cc(Cl)c3)C3=C2C(=O)CC(C)(C)C3)c2ccccc21 (stereo not given)	14%	0.4%	1	2%	709	-8	-5%	-4%	-7.3%	8%
C=CCn1c(SCc2c(C(=O)OC)sc(N)c2C(=O)OC)nnc1-c1ccc(Cl)cc1	-4%	-0.7%	1	2%	804	5	8%	2%	-4.0%	0%
CCOC(=O)C1CCN(Cc2ccc(O)c(OC)c2)CC1	-6%	-0.1%	1	1%	nt	nt	-2%	4%	-5.6%	-3%
CCC(=O)c1ccc(OCC(=O)O)c(OC)c1	-5%	1.3%	1.1	0%	720	0	1%	-3%	0.5%	-8%
OCCN(Cc1ccccc1)Cc1ccc(Cl)cc1Cl	2%	-1.6%	1	3%	nt	nt	3%	2%	-2.7%	-5%
O=[N+]([O-])c1ncccc1Oc1nc(-c2cccnc2)nc2ccccc12	35%	-0.3%	1	6%	686	-2	3%	1%	-5.1%	66%*
COC(=O)c1sccc1NC(=O)C1CCCCC1C(=O)O (stereo not given)	21%	-0.2%	1.1	-5%	736	-10	3%	0%	-12%	14%
O=C(Cn1cnnn1)Nc1cccc([N+](=O)[O-])c1	1%	0.4%	1	0%	743	2	2%	-2%	-6.5%	6%
Cn1ccs/c1=N\S(=O)(=O)c1ccc(F)cc1	-3%	4.0%	1.1	-4%	712	5	-6%	5%	-6.8%	-3%
CCOC(=O)c1sc2nc(CC(=O)OC)nc(NCc3ccc(Cl)cc3)c2c1C	8%	-1.9%	0.7	0%	777	1	-9%	1%	-4.6%	6%
COc1ccc(N2CCN(CCNC(=O)c3ccc4c(c3)[nH]c(=S)n3c5ccccc5nc43)CC2)cc1	6%	0.1%	1.2	-1%	662	10	-3%	-8%	-13%	26%
O=C(O)CCC(=O)Nc1cccc(-c2csc(-c3ccccc3)n2)c1	-5%	0.2%	1	-1%	686	12	-5%	-5%	-5.0%	4%
CC(CN1CCOCC1)OC(=O)Cc1ccc(Cl)cc1 (stereo not given)	-24%	0.9%	1	1%	693	-27	4%	-4%	-16%	-12%
Cc1cc(C(=O)N/N=C/c2sc(N3CCOCC3)nc2-c2ccccc2)c(C)o1	-5%	-0.1%	1	-16%	685	-6	2%	5%	-3.2%	16%
Cc1ccc(-c2csc3n[nH]c(=S)n23)cc1	10%	1.8%	0.7	-4%	nt	nt	-3%	4%	-1.3%	1%
O=C(CNC(=O)c1cccs1)NCC(=O)OCc1ccccc1Cl	-2%	4.5%	1.1	2%	nt	nt	11%	-1%	-5.3%	-9%
CNc1oc(-c2cccs2)nc1C#N	7%	1.2%	1.1	13%	nt	nt	-204%	4%	-5.2%	2%
CN(C)C(=O)c1coc2nc3ccccc3nc12	nt	-1.3%	nt	2%	713	10	-66%	4%	nt	nt
O=C(CCCCn1c(=O)c2ccccc2n(CC(=O)NC2CCCC2)c1=O)NCc1ccco1	4%	-0.1%	1.1	12%	774	2	10%	-8%	-4.7%	-5%
CCOC(=O)C1CCCN(C(=O)c2cc3c(-c4cccc(OC)c4)nn(C)c3s2)C1 (stereo not given)	18%	-0.5%	1.1	9%	694	-23	9%	1%	4.4%	19%
COc1ccc(N(CC(=O)NCCSCc2ccco2)S(=O)(=O)c2ccc(C)cc2)cc1	11%	0.0%	1.1	3%	739	3	13%	-3%	-3.5%	0%
Brc1cccc(-c2nc(-c3ccncc3)no2)c1	-6%	1.1%	1.1	9%	nt	nt	4%	0%	-0.5%	-8%
O=C(COC(=O)c1cc([N+](=O)[O-])ccc1NCCO)c1ccccc1	13%	1.8%[50 µM]	0.9	11%	642	-5	7%	-1%	-7.9%	28%

A different layout for some results above.
SMILES: O=[N+]([O-])c1ncccc1Oc1nc(-c2cccnc2)nc2ccccc12
  PMI inhibitors = 35% | K1F lysis inhibition = -0.3% | TNAP activation fold = 1 | P. falciparum M1AAP = 6% | Lipid droplet cells 6.5 µM = 686 | Lipid droplet = -2 | M17LAP inhibition = 3% | Siah-1 displacement = 1% | XIAP antagonists = -5.1% | PMI inhibition = 66%*
SMILES: COC(=O)c1sccc1NC(=O)C1CCCCC1C(=O)O (stereo not given)
  PMI inhibitors = 21% | K1F lysis inhibition = -0.2% | TNAP activation fold = 1.1 | P. falciparum M1AAP = -5% | Lipid droplet cells 6.5 µM = 736 | Lipid droplet = -10 | M17LAP inhibition = 3% | Siah-1 displacement = 0% | XIAP antagonists = -12% | PMI inhibition = 14%

(further entries)
structure	PMI inhibitors	K1F lysis inhibition	TNAP activation fold	P. falciparum M1AAP	Lipid droplet cells 6.5 µM	Lipid droplet	M17LAP inhibition	Siah-1 displacement	XIAP antagonists	PMI inhibition
CCCn1c(=N)n(CC(O)COc2ccc(C)cc2)c2ccccc21 (stereo not given)	nt	-1.6%	nt	-2%	616	-4	6%	2%	nt	nt
COCCNC(=O)C(=O)NNS(=O)(=O)c1ccc2ccccc2c1	8%	0.2%	1.2	4%	696	-6	20%	1%	-5.1%	1%
O=C(CCCN1C(=O)/C(=C\c2ccccc2)SC1=S)Nc1ccc(O)cc1	nt	nt	0.9	5%	718	-6	15%	-2%	-2.5%	nt
COc1ccc(N(Cc2ccccc2)C(=O)c2ccccc2[N+](=O)[O-])cc1	10%	-0.7%	1	-9%	791	-2	-1%	-6%	-6.0%	5%
c1cncc(-c2nc3ccccn3c2Nc2ccc3c(c2)OCCO3)c1	13%	1.4%	1.2	14%	nt	nt	3%	1%	0.2%	12%
CCOc1ccc(C(N)=O)cc1OC	5%	0.7%[50 µM]	1.1	4%	682	-10	10%	8%	3.3%	8%
O=C(O)CCCNC(=O)C(c1ccccc1)c1ccccc1	3%&21%	2.3%&1.2%[50 µM]	1.1&1	-1%&5%	628&686	-12&-3	7%&4%	17%&5%	2.1%&-3.9%	1%&8%
O=C(NCc1nnc(SCc2ccc(F)cc2)n1-c1ccc(F)cc1)C12CC3CC(CC(C3)C1)C2	16%	2.7%	1.1	7%	668	-11	3%	2%	-2.3%	14%
